NCOA1 inh: inhibitors of human steroid receptor coactivator 1 (SRC1); Q15788; HEK293 GAL4-SRC1 luciferase reporter, luminescence; inhibition, % at 3.6 µM; 360,000 compounds, 0.12% hits; AID 588354;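 active = inhibition above the campaign mean plus 3 SD, with each screening campaign given its own cutoff, cut at about 60% in these data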;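 note: 0% = DMSO treated cells and 100% = gossypol at 36 µM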
LMP1 NFkB inh: inhibitors of Epstein-Barr LMP1-induced NF-kappaB reporter. LMP1-induced NF-kappaB luciferase reporter cells, luminescence. inhibition, % at 12.5 µM. 350,000 compounds, 0.69% hits; in the data active = inhibition above about 41%; inconclusive = no clear call, values can overlap the other calls;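 note: 0% = neutral control wells and 100% = reference inhibitor control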
TROY NFkB inh: TROY signaling inhibition; inhibition, % at 10 µM; Q293 LMP1-TROYcd NF-kB luciferase reporter, 4 h; AID 1347056; 360,000 compounds, 0.98% hits;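 active = compounds whose plate-normalised and pattern-corrected inhibition of the luciferase reporter signal at the single screening dose is 50% or more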
C8 TRAIL sens: sensitizes caspase-8 expressing cells to TRAIL; NB7+C8 cells + TRAIL, ATPlite viability luminescence; inhibition (viability loss, TRAIL sensitization), % at 10 µM; 360,000 compounds, 1% hits; AID 624354;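 active = compounds causing at least 50% loss of cell viability in the single-dose screen, relative to plate controls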
COUP-TFII inh: blocks human COUP-TFII nuclear receptor; P24468; HEK293T NGFI-A luciferase reporter, luminescence; inhibition, % at 8.6 µM; 370,000 compounds, 0.7% hits;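 active = inhibition above a per-plate cutoff, mean inhibition of test wells between control levels plus 3 SD, cut at about 38% in these data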;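 note: cells cotransfected with COUP-TFII expression vector driving the NGFI-A reporter; 0% = median of COUP-TF2 test wells and 100% = reporter-only cells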
Vif inh: blocks HIV Vif function. 340,000 compounds, 0.35% hits. inhibition, % at 7.49 µM. HEK293T cells, Vif self-association by quenched fluorescence, imaging, 24 h. AID 602346; in the data active = inhibition above about 50%, passing the limit was not always enough; inconclusive = no clear call, values can overlap the other calls; inactive = below about 31%; note: some results filed as inactive read as strong as hits
TLR9-MyD88 inh: TLR9-MyD88 interaction inhibition; CHO BLA complementation TLR9-MyD88, CCF4 FRET ratio; 340,000 compounds, 0.21% hits; Q9NR96+Q99836; inhibition, % at 4.98 µM;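 active = inhibition above the mean over all tested compounds plus 3 SD, cut at about 21% in these data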;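 note: 0% = DMSO only wells and 100% = clavulanate BLA inhibitor control wells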
SRC3 inh: inhibits human SRC3 coactivator. HEK293 GAL4-SRC3 luciferase reporter, luminescence. inhibition, % at 3.6 µM. 360,000 compounds, 0.17% hits;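 active = inhibition above a per-campaign cutoff, the mean of all compounds plus 3 SD, cut at about 60% in these data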;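 note: 0% = DMSO-treated cells and 100% = gossypol-treated cells at 36 µM; higher means less SRC3-driven luciferase light from the GAL4 reporter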
Target sequence (Q9Y6Q9 whole entry, looked up, the tested form may be a part): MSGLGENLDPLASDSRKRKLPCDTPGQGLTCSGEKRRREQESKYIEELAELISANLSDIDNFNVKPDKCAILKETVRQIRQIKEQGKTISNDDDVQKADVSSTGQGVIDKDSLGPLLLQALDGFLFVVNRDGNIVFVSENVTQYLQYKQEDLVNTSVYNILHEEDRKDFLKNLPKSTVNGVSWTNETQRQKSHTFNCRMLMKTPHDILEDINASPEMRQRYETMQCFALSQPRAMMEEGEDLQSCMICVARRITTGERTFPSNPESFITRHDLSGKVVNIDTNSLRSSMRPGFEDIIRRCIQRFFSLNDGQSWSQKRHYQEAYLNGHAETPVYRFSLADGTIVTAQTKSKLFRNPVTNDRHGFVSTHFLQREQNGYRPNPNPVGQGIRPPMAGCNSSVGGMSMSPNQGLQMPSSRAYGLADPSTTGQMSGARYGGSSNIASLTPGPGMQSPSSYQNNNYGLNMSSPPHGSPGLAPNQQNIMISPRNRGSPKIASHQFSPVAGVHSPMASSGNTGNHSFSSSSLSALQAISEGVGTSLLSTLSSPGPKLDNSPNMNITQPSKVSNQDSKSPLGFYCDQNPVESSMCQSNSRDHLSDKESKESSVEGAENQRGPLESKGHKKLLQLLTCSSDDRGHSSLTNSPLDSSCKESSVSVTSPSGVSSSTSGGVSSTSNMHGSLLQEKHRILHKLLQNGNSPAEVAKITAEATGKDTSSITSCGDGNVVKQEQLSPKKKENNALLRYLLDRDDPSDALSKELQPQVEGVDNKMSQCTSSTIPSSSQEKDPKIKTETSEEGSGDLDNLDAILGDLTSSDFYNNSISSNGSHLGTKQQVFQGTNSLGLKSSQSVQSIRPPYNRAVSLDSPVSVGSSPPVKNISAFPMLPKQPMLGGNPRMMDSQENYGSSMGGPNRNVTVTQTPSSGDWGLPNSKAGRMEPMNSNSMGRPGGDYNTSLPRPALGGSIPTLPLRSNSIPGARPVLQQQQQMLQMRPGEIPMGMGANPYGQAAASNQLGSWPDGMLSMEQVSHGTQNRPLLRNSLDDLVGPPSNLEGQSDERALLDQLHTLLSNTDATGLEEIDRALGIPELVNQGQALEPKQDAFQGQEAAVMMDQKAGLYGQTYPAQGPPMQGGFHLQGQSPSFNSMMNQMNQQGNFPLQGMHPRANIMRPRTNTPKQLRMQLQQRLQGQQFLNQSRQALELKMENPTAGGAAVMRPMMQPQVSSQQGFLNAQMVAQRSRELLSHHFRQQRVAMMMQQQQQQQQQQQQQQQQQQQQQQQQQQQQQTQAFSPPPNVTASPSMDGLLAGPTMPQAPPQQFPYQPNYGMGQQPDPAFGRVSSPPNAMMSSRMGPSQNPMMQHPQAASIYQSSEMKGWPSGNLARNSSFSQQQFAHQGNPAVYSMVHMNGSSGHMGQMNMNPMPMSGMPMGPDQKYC
NR5A2 inv ag: inverse agonists of human LRH-1 (NR5A2). O00482. HEK293T StAR-luciferase reporter, LRH-1 transfected, 24 h. inhibition, % at 3.6 µM. 360,000 compounds, 0.13% hits. AID 602396;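 active = inhibition above the mean inhibition of all tested compounds plus 3 SD, cut at about 73% in these data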;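 note: 0% = DMSO wells and 100% = reporter-only cells lacking LRH-1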
NOD2 RIPK2 PPI: inhibitors of human NOD2-RIPK2 interaction; O43353; CHO BLA complementation NOD2-RIPK2, CCF4 ratio; inhibition, % at 4.98 µM; 360,000 compounds, 0.38% hits; AID 624267; in the data active = inhibition above about 21%;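 note: 0% = vehicle only and 100% = reference blocker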
SRC2 inh: human SRC2 (NCOA2) inhibition; Q15596; HEK293 GAL4-SRC2 luciferase reporter, luminescence; inhibition, % at 9 µM; 370,000 compounds, 0.17% hits;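 active = inhibition above the mean inhibition of all tested compounds plus 3 SD, set per campaign, cut at about 52% in these data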;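 note: 0% = DMSO treated cells and 100% = cells given Gossypol at 36 µM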
An asterisk follows results filed as active; ? = inconclusive; / = not tested or not shown. These rows are one share of the data; count on the stated rates, not on these rows.

Below each SMILES: NCOA1 inh	LMP1 NFkB inh	TROY NFkB inh	C8 TRAIL sens	COUP-TFII inh	Vif inh	TLR9-MyD88 inh	SRC3 inh	NR5A2 inv ag	NOD2 RIPK2 PPI	SRC2 inh
> Cc1ccc(-n2c(-c3ccc(Cl)cc3)n[nH]c2=S)c(C)c1
→ 9	6	22	-23	2	-11	-11	12	14	-1	-13
> CCOC(=O)C(CCSC)NC(=O)CN (stereo unspecified)
→ -9	1	9	0	-13	2	3	1	9	-6	4
> CSCc1ccc(C(=O)N2CCC(N3CCC(C(=O)NC(C)C)CC3)CC2)o1
→ -6	-6	-2	10	-4	4	-1	1	12	-5	6
> Cc1ccc(-n2c(SCc3cc(=O)n4ccsc4n3)nnc2-c2cccnc2)c(C)c1
→ -16	-3	-7	-4	-11	-1	-5	0	-4	7	-18
> COc1ccc(OCCCC(=O)Nc2ccc(S(=O)(=O)N3CCOCC3)cc2)cc1
→ 9	9	-2	-4	-6	12	-1	16	21	1	-13
> CCN(CC)c1ccc(NC(=O)Cn2c(C(C)NC(=O)c3ccc(C)cc3)nc3ccccc32)cc1 (stereo unspecified)
→ -4	-16	37	-6	11	-2	0	2	3	5	-1
> O=C(Nc1ccc(C(=O)N2CCCC2)cc1)C1CCCCC1
→ -15	-2	-9	-11	-9	1	-2	-9	-14	-2	2
> COc1ccccc1NC(=O)C1CCN(C(=O)C2CC(=O)N(c3ccc(C)cc3)C2)CC1 (stereo unspecified)
→ 11	-3	20	4	-7	15	-11	20	4	-8	0
> CC1=C(C(N)=O)C(c2ccccc2F)n2nc(CCCO)nc2N1 (stereo unspecified)
→ -21	0	7	-7	/	-7	2	-38	12	3	/
> Cc1nnc(SCC(=O)N2CCOCC2)n1C
→ -5	-1	-8	-10	-19	-6	-5	-3	-17	9	-9
> CCOC(=O)N(NC(=O)C(O)(C(C)C)C(C)C)c1ccccc1
→ 8	-3	14	-6	11	1	7	10	15	-13	-33
> CCn1nc(C)cc1C(=O)Sc1ccc(C)cc1
→ -12	-8	41	10	1	?	-8	10	-7	-9	25
> Cc1ncc([N+](=O)[O-])n1CCN1C(=O)c2ccccc2C1=O
→ 18	3	6	-11	-1	-4	2	-14	-3	-6	-20
> COC(=O)C1=CN(c2ccc(N3CCOCC3)cc2)C(N)=C(C#N)C1c1cccc(F)c1 (stereo unspecified)
→ /	/	/	3	10	/	/	/	13	-5	-13
> CCN(CC(=O)NCc1cccs1)C(=O)c1ccc(S(=O)(=O)Nc2ccccc2OC)cc1
→ -16	-12	-6	-7	6	8	0	21	3	-7	9
> CCc1ccccc1NC(=O)c1cccs1
→ -15	0	-7	4	3	-9	-16	3	-7	2	-8
> N#Cc1c(NC(=O)CN2CCN(C(=O)c3ccco3)CC2)sc2c1CCCCC2
→ 0	-2	5	14	24	-11	-3	-6	-22	3	3
> NS(=O)(=O)c1cccc(NC(=O)CCN2C(=O)C3CCCCC3C2=O)c1 (stereo unspecified)
→ -2	16	-4	-5	-57	?	-1	-2	-12	-8	-29
> O=C(Oc1cccc(C(=S)N2CCOCC2)c1)c1cc([N+](=O)[O-])cc([N+](=O)[O-])c1
→ 1	-1	6	-2	0	14	3	11	9	-12	-19
> CCCC(C(=O)NCC1CCCO1)N(Cc1ccccc1)C(=O)CNS(=O)(=O)c1ccccc1 (stereo unspecified)
→ -4	4	-2	-6	12	-2	-9	6	3	3	-5
> O=C(c1ccc(CNS(=O)(=O)c2ccc(Br)cc2)cc1)N1CCCC1
→ 6	-9	25	5	13	-12	-4	-4	-3	4	-27
> COc1cccc(-c2cc(C(=O)NC3CCCC3)no2)c1
→ -99	-17	-22	22	-56	6	-8	-65	-187	-6	-90
> O=C(Nc1ccc(OC(F)(F)F)cc1)N1CCN(c2ccnc3cc(Cl)ccc23)CC1
→ -4	33	43	16	16	-4	-12	6	8	0	17
> CC(NC(=O)COC(=O)c1ccc(N2CCCC2=O)cc1)c1ccc(F)cc1 (stereo unspecified)
→ -7	-1	2	-8	-6	-3	15	19	-13	-12	4
> O=C(Nc1cccc(-n2cccn2)c1)C1CCCN(Cc2ccc(C#CCCO)cc2)C1 (stereo unspecified)
→ -10	-5	8	-8	-18	/	1	-13	-3	0	3
> CCCCN(CC)C(=O)Cn1nc(Cc2ccncc2)c2ccccc2c1=O
→ -6	0	7	-6	3	2	-7	-20	-14	10	-9
> O=C(N/N=C/c1ccc(N2CCOCC2)s1)c1ccc(O)cc1
→ -31	-26	-22	-1	-48	6	7	-40	-28	11	-52
> Cc1ccc(-c2nn(-c3ccccc3)cc2C2CC(c3cccs3)=NN2C(=O)CCCC(=O)O)cc1 (stereo unspecified)
→ -3	1	8	2	1	6	-5	2	-7	-1	-13
> CCn1c(=O)n(CC)c2cc(S(=O)(=O)N3CCc4ccccc43)ccc21
→ 3	19	35	30	18	-7	7	22	4	-2	-2
> CCn1c(SCC(=O)NC2CCCCC2)nnc1C(C)NC(=O)c1ccccc1F (stereo unspecified)
→ 16	1	-16	-9	-9	12	-2	4	4	-1	-11

Next section.
Below each SMILES: NCOA1 inh	LMP1 NFkB inh	TROY NFkB inh	C8 TRAIL sens	COUP-TFII inh	Vif inh	TLR9-MyD88 inh	SRC3 inh	NR5A2 inv ag	NOD2 RIPK2 PPI	SRC2 inh
> O=S(=O)(Cc1ccc(Cl)cc1)c1ncc(CO)n1Cc1ccccc1
→ -16	-6	3	2	27	-3	-10	2	11	10	5
> COC(=O)C1(C)NC(c2cccc(C)c2)C2C(=O)N(c3ccccc3)C(=O)C21 (stereo unspecified)
→ 1	2	-3	-4	-6	/	1	-6	-13	4	3
> COc1ccc(S(=O)(=O)N2CCOC2CNC(=O)C(=O)NCCCn2ccnc2)cc1OC (stereo unspecified)
→ -7	-1	8	6	-15	-1	-13	-2	-1	-4	-12
> CCN(CC)C(=O)C1=C(C)N(Cc2ccc(C(C)(C)C)cc2)C(=O)C(CC(=O)NCCCCc2ccccc2)C1 (stereo unspecified)
→ -9	-3	35	5	7	2	-11	-8	16	-3	11
> CC(C)(C)OC(=O)C[C@@H]1C/C=C\C[C@@H](CC(=O)N(CCO)Cc2ccccc2)C(=O)N[C@H](C(C)(C)C)COC1=O
→ 1	13	-16	-4	2	-6	6	-20	-12	-7	-14
> C/C(=N\Nc1ccccc1)c1cc2ccccc2oc1=O
→ -24	5	3	-11	2	3	-7	-1	-5	-3	0
> Cc1nc2ccc(NC(=O)NC(=O)c3c(Cl)cccc3Cl)cc2o1
→ -39	-25	-19	-12	-16	-16	-3	-4	-2	-10	-7
> COc1cc([N+](=O)[O-])ccc1NC(=O)/C=C\C(=O)O
→ 1	2	12	-6	5	6	-2	12	-8	-14	-6
> COc1ccc(N2CCN(C3CCCN(Cc4ccc(F)c(F)c4)C3)CC2)cc1 (stereo unspecified)
→ 5	-2	-11	-9	6	2	-6	-3	0	-2	-3
> CCCCNC(=S)Nc1ccc(F)cc1
→ -2	-2	-8	3	-2	12	-3	9	-31	-8	4
> Cc1ccc([C@@H]2C[C@H]3[C@@H](CN2S(=O)(=O)c2ccc(Cl)cc2)C(=O)C[C@@H](c2cccc4ccccc24)N3S(=O)(=O)c2ccc(C)cc2)cc1
→ 16	5	-5	11	-5	0	-5	-4	-6	-14	13
> COc1ccc(-n2c(C)c(C(C)=O)c3cc(OC(C)=O)ccc32)cc1
→ 62*	60*	52*	-6	27	-3	-2	59	31	0	32
> Nc1nc(NC(=O)c2cccc(S(=O)(=O)N3CCCCCC3)c2)nc(-c2ccccc2)n1
→ -9	4	-5	8	-19	22	-9	-18	-11	-23	-1
> Cn1nnnc1SCC(=O)Nc1ccc(Oc2ccc(Cl)cc2)cc1
→ 3	-3	10	14	14	-3	-3	-9	20	-5	20
> Cc1nn(Cc2ccccc2)c(C)c1NC(=O)c1cc(-c2ccco2)on1
→ -8	2	2	7	17	-7	-4	-11	4	4	-3
> CN(CC(=O)Nc1ccccc1F)S(=O)(=O)c1ccc2c(c1)n(C)c(=O)c(=O)n2C
→ 9	3	-9	-5	10	4	5	23	-4	-11	-8
> O=c1c2ccc([N+](=O)[O-])cc2ncn1CCOc1cccc(Br)c1
→ 0	1	8	-6	-2	3	15	6	3	-4	-13
> COc1ccc(N(CC(=O)N2CCN(c3ccccc3)CC2)S(=O)(=O)c2c(C)noc2C)cc1
→ -1	1	-11	-4	8	-4	7	-24	18	-10	-2
> Cc1cc(C)nc(SCC(=O)N/N=C/c2ccc3c(c2)OCO3)n1
→ -33	-26	-61	0	-10	3	-14	-49	-3	-3	-36
> COc1ccc(CCC(=O)N2CCN(C(=O)c3ccccc3)CC2)cc1
→ -2	-2	-12	0	-1	9	7	6	12	-6	-20
> COc1ccc(CN2C(=O)c3cccnc3C2O)cc1 (stereo unspecified)
→ -11	1	-4	4	2	14	0	10	-13	-8	9
> CCN(CC)S(=O)(=O)c1ccc(OC)c(NC(=O)C2CC(=O)N(c3ccc4c(c3)OCCO4)C2)c1 (stereo unspecified)
→ -10	0	-9	7	11	8	2	24	9	-5	0
> Cc1cccc(S(=O)(=O)NC(=O)C2(C)CCN2C(=O)c2ccccc2CCc2ccccc2)c1 (stereo unspecified)
→ -3	/	-7	-3	-11	0	/	1	-19	-4	12
> CC(C)(C)OC(=O)NCCCCCNC(=O)c1nc[nH]c1C(=O)NCc1ccc(CNC(=O)OC(C)(C)C)cc1
→ 13	8	64*	58*	72*	-25	-10	23	20	-2	23
> O=C(CSc1nc(NS(=O)(=O)c2ccccc2)cc(=O)[nH]1)Nc1cccc(C(F)(F)F)c1
→ 1	-1	-7	-35	-18	1	-4	-23	8	-4	-12
> CC(C)(C)C(=O)Cn1ncc(Cl)c(Cl)c1=O
→ -16	1	3	8	-1	2	19	4	3	7	-11
> CCN(CC)S(=O)(=O)c1cccc(C(=O)NCC2CCCO2)c1 (stereo unspecified)
→ -5	-3	1	-11	-16	-11	-9	10	-4	0	13
> Cc1[nH]c2ccccc2c1[C@H]1[C@@H](CC#N)C1(C)C
→ 4	-16	3	1	8	4	12	15	-3	4	-4
> O=C(CN1C(=O)c2ccccc2C1=O)N1CCN(c2nnc(-c3ccccc3)c3ccccc23)CC1
→ -4	3	23	5	-3	11	-5	-7	-10	4	4
> CCCCc1nc(NCCO)c(C#N)c2c1CCCC2
→ -3	14	23	-24	21	-3	-3	17	-7	5	8

Going on with the list:
Below each SMILES: NCOA1 inh	LMP1 NFkB inh	TROY NFkB inh	C8 TRAIL sens	COUP-TFII inh	Vif inh	TLR9-MyD88 inh	SRC3 inh	NR5A2 inv ag	NOD2 RIPK2 PPI	SRC2 inh
> CCN1CCN(c2ccc(S(=O)(=O)N3CCOCC3)cc2NC(=O)c2ccccc2SC)CC1
→ -42	3	1	13	0	/	-7	-4	-29	6	0
> CCS(=O)(=O)Nc1ccc(C2=NN(S(C)(=O)=O)C(c3cccs3)C2)cc1 (stereo unspecified)
→ -21	2	-14	7	5	-3	-3	-13	-23	1	0
> OC(c1ccc(F)c(F)c1)c1nc(-c2cncnc2)cs1 (stereo unspecified)
→ 6	/	15	0	-1	3	/	-11	1	-8	-17
> C=CCN(c1ccc(C(=O)NC(C)C)cc1)S(C)(=O)=O
→ -10	3	3	6	-4	3	1	-27	18	9	23
> CN1CCN(C(=O)Nc2cccc3ccccc23)CC1
→ -6	-3	30	-6	6	-3	7	-10	5	-4	7
